LEDGF integ inh: blocks HIV-1 LEDGF/p75-dependent DNA integration; TR-FRET IN-LEDGF/p75 DNA integration, Eu/Cy5; inhibition, % at 3.7 µM; 370,000 tested, 0.64% active; AID 743269;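 active = inhibition above the screen-wide mean plus 3 SD, cut at about 13% in these data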;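 also: signal is the Cy5 over europium emission ratio at 671 and 618 nm; 0% = plate median of compound wells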
UHRF1 binding: UHRF1 methyl-DNA binding inhibition | Q96T88 | UHRF1 binding to methylated oligo, TR-FRET | inhibition, % at 4.4 µM | 370,000 tested, 0.75% active; in the data active = inhibition above about 21%;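 also: UHRF1 SRA domain binding a hemimethylated CpG hairpin DNA probe; 0% = median of test compound wells and 100% = reference inhibitor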
Target sequence (Q96T88 whole entry, looked up, the tested form may be a part): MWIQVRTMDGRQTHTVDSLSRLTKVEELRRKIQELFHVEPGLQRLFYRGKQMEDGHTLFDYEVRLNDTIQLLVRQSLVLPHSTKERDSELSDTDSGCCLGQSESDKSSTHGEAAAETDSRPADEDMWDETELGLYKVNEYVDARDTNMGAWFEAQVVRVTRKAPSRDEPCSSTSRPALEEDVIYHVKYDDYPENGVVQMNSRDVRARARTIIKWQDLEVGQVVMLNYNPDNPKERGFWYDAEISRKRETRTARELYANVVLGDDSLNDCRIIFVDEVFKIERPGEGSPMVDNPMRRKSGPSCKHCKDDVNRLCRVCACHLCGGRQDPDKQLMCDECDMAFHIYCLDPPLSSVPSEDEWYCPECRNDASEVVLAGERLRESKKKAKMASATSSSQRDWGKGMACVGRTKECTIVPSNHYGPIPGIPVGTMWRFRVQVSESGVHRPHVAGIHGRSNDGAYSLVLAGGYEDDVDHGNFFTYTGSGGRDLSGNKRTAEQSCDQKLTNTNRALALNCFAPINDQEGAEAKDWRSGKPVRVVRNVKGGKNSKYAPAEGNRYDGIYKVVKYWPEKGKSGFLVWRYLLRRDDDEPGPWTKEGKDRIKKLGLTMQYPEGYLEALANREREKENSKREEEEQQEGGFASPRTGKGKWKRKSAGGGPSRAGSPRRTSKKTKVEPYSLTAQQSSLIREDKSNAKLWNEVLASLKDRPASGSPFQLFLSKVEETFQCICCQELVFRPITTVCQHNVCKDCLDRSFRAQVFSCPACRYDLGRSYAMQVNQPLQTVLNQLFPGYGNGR
rCAG binder: r(CAG) repeat RNA binding; TO-PRO-1 dye displacement fluorescence; AID 651821; 370,000 tested, 1.3% active; inhibition, % at 3 µM;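 active = inhibition above the plate cutoff, the mean of all test compounds on that plate plus 3 SD, cut at about 35% in these data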;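 also: 0% = DMSO alone and 100% = 100 µM mitoxantrone as full dye displacement; higher means more dye released from RNA so lower well fluorescence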
HTRA1 inh: blocks human HTRA1 serine peptidase. Q92743. recombinant HTRA1, FP-rhodamine activity-based probe, fluorescence polarization. inhibition, % at 5.96 µM. 340,000 tested, 0.5% active; in the data active = inhibition above about 36%;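 also: 0% = enzyme with DMSO and 100% = wells lacking enzyme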
PRMT1 FP inh: blocks human protein arginine methyltransferase 1. inhibition, % at 2.79 µM. Q99873. 370,000 tested, 1.3% active. recombinant PRMT1, activity-based probe fluorescence polarization;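 active = inhibition above about 21% made by adding two undisclosed values, limit read from the data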
TCR-CD3 inh: blocks the human TCR-CD3 interaction | 360,000 tested, 0.37% active | TAMRA-labeled TCR probe fluorescence, biochemical | inhibition, % at 9.4 µM; in the data active = inhibition above about 19%;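 also: recombinant mutant TCR 2C K166C tagged with TAMRA read by polarization; 0% = receptor in buffer alone and 100% = receptor with positive control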
PG9 binder: small molecules binding HIV-1 gp120 antibody PG9; TR-FRET gp120-PG9 antibody binding; inhibition, % at 6.7 µM; 360,000 tested, 0.43% active; AID 624416; in the data active = inhibition above about 8.5%
NR1D1 modulator: modulators of human Rev-erb alpha DNA binding | Rev-erbα–FITC-DNA binding, fluorescence polarization, 90 min | activity, % at 10 µM | 370,000 tested, 0.79% active;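 active = activity above about 14%, limit read from the data; passing the limit was not always enough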;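 also: 0% = DMSO wells with 35 nM protein and 100% = DMSO wells with 750 nM protein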
mABHD4 FP: inhibitors of mouse ABHD4 | inhibition, % at 8.92 µM | Q8VD66 | AID 720543 | purified mABHD4, FP-Rh probe fluorescence polarization | 370,000 tested, 0.54% active;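 active = inhibition exceeding the mean over every tested compound plus 3 SD, cut at about 30% in these data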;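 also: 0% = plate median of compound wells and 100% = S159A mutant with DMSO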
Target sequence (Q8VD66 whole entry, looked up): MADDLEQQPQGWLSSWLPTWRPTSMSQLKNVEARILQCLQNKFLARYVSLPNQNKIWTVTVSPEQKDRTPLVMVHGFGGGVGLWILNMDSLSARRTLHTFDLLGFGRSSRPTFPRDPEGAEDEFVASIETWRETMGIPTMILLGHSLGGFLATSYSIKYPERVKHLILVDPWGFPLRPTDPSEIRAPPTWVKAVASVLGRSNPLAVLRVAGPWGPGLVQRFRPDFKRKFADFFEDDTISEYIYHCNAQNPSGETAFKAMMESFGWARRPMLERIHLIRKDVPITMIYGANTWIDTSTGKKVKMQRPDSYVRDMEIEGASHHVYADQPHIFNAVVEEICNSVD
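system = mouse ABHD4 enzyme, wild type | medium = HEPES pH 7.0, NaCl, Pluronic buffer | also added = FP-Rh probe | incubation = Enzyme–compound pre-incubation 45 min, then probe 60 min, both 25 °C | technique = fluorescence polarization, excitation 525 nm, emission 598 nm, BODIPY TMR filters | controls = S159A mutant high control, sample median low control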
MBD2 inh: blocks human MBD2 binding to methylated DNA. Q9UBB5. TR-FRET, MBD2 binding to methylated oligonucleotide. inhibition, % at 4.4 µM. 370,000 tested, 0.31% active. AID 686964; in the data active = inhibition above about 13%
Starred values were filed as active, the others as inactive; . = not tested or not shown. The list is partial, so the mix of outcomes need not match the whole.

SMILES	LEDGF integ inh	UHRF1 binding	rCAG binder	HTRA1 inh	PRMT1 FP inh	TCR-CD3 inh	PG9 binder	NR1D1 modulator	mABHD4 FP	MBD2 inh
N#Cc1c(N)nc(-c2ccccc2)nc1-c1ccccc1	4	1	-2	-4	-2	4	1.9	4	-12	1
COC(=O)[C@@H](Cc1c[nH]c2ccccc12)NCc1cccc(B(O)O)c1	-3	-2	3	11	0	6	0.2	-7	67*	-4
CC(c1ccccc1)N(C)C(=O)CSc1nnc(C2CC2)n1C1CC1 (stereo not given)	-2	-2	1	4	-1	1	0.3	1	1	-4
Cc1cc(C)n(S(=O)(=O)c2ccc(C)c(C)c2)n1	-1	0	2	3	4	4	1.0	-4	4	2
COCCNC(=O)C1(C)CCN(Cc2ccc3ccccc3c2Br)C1 (stereo not given)	7	-1	1	.	-2	0	2.0	5	0	-2
Cc1[nH]n(-c2ncc(-c3ccccc3)s2)c(=O)c1C(c1ccc(Cl)cc1)C(C#N)C#N (stereo not given)	-3	-5	46*	12	6	-13	-0.9	-5	49*	-4
Cn1c(=O)oc2cc(S(=O)(=O)N3CCN(C(=O)c4ccco4)CC3)ccc21	-1	-2	-2	0	0	-1	6.9	-1	0	-2
Cc1ccc(C(=O)N2CCN(c3ccc(NC(=O)c4cc(C)cc(C)c4)cc3)CC2)cc1	1	-1	-1	-3	-5	4	-3.3	-6	1	0
O=C(CN(C1CCCCC1)S(=O)(=O)c1ccc(Cl)cc1)NCCCO	-4	1	-1	-1	3	-6	2.8	2	-1	2
C=CCn1c(SCC(=O)c2c(N)n(C3CC3)c(=O)[nH]c2=O)nnc1-c1ccccc1OC	-1	0	-5	-1	0	9	-2.4	0	0	3

Reformatted as labelled records: entries from further up.
C=CCn1c(SCC(=O)c2c(N)n(C3CC3)c(=O)[nH]c2=O)nnc1-c1ccccc1OC
  LEDGF integ inh: -1; UHRF1 binding: 0; rCAG binder: -5; HTRA1 inh: -1; PRMT1 FP inh: 0; TCR-CD3 inh: 9; PG9 binder: -2.4; NR1D1 modulator: 0; mABHD4 FP: 0; MBD2 inh: 3
Cc1ccc(C(=O)N2CCN(c3ccc(NC(=O)c4cc(C)cc(C)c4)cc3)CC2)cc1
  LEDGF integ inh: 1; UHRF1 binding: -1; rCAG binder: -1; HTRA1 inh: -3; PRMT1 FP inh: -5; TCR-CD3 inh: 4; PG9 binder: -3.3; NR1D1 modulator: -6; mABHD4 FP: 1; MBD2 inh: 0

Later entries:
SMILES	LEDGF integ inh	UHRF1 binding	rCAG binder	HTRA1 inh	PRMT1 FP inh	TCR-CD3 inh	PG9 binder	NR1D1 modulator	mABHD4 FP	MBD2 inh
CCCc1[nH]c(=O)c(C#N)c2c1CCCC2	-1	0	-2	-4	1	-2	0.5	1	5	1
C[C@H](CO)N1C[C@H](C)[C@@H](CN(C)C(=O)Nc2ccc3c(c2)OCO3)Oc2ccc(NS(=O)(=O)c3cn(C)cn3)cc2C1=O	3	-2	4	-7	1	-5	0.1	-4	-2	2
Cc1ccc(OCC(=O)N(Cc2ccc(N(C)C)cc2)C2CCS(=O)(=O)C2)cc1C (stereo not given)	-4	0	0	13	7	3	-0.9	-3	1	1
COc1ccc(-n2c(C)cc(/C=C3/SC(=O)N(CC(=O)N4CCOCC4)C3=O)c2C)cc1	4	-3	0	2	0	-1	-1.1	-2	-2	-4
N#Cc1ccccc1OCC(=O)OCC(=O)NC1CCS(=O)(=O)C1 (stereo not given)	3	0	0	-3	2	1	-0.9	-1	-4	-1
O=C(Cn1nnc(-c2ccccc2)n1)NNC(=O)c1cccc([N+](=O)[O-])c1	-5	0	6	0	2	3	-1.6	14	4	-2
O=C(N/N=C/c1cc2c(cc1[N+](=O)[O-])OCO2)c1cccnc1	2	-6	1	-1	3	6	0.4	2	6	-7
COc1ccc(C(=O)Oc2ccc(/C=N/NC(=O)c3ccccc3OC)cc2[N+](=O)[O-])cc1	4	-2	3	-1	-1	-4	-0.4	-2	3	-6
O=C1CNC(=O)/C1=C\c1ccc(O)cc1	1	10	-1	-2	3	6	-1.7	-1	13	5
Cc1noc(NS(=O)(=O)c2ccc(NC(=O)COc3ccc(Cl)cc3Cl)cc2)c1C	0	-2	77*	-10	1	3	-0.4	-9	-1	1
O=C(CO/N=C/c1ccc(Cl)cc1Cl)NNC(=O)c1cccc(Cl)c1	-3	0	1	-3	0	-5	0.1	0	0	1
CCc1c(C)sc(NC(=S)Nc2nc(C)cc(C)n2)c1C(=O)OC	-2	-3	3	-4	-3	1	1.1	7	0	-2
CC(C)CNC(=O)COC(=O)CCC(=O)c1ccc(Cl)cc1	5	1	-4	-1	-5	4	-0.5	-6	-2	-1
COCCCNC(=O)CNC(=O)c1nn(-c2ccc(OC)cc2OC)c(=O)c2ccccc12	2	0	-2	-1	-5	3	-1.3	2	-5	-3
CCCCN(C(=O)C1CCN(C(=O)c2ccccc2C)CC1)c1c(N)n(CCC)c(=O)[nH]c1=O	-5	1	-3	-1	-1	6	2.4	-2	4	1
O=C(NC1CCCCC1)C(c1ccc(F)cc1)N(Cc1ccco1)C(=O)Cn1nnc2ccccc21 (stereo not given)	4	-3	-1	-3	-6	3	-1.6	-4	-4	-1
CC(C)(C)OC(=O)NCCCC[C@H](NC(=O)c1nc[nH]c1C(=O)N[C@@H](CCCCNC(=O)OC(C)(C)C)C(=O)OC(C)(C)C)C(=O)OC(C)(C)C	-1	-3	8	-17	1	-6	-0.8	-1	-16	-3
O=C(Oc1ccc2ccccc2c1Cl)N1CCCC1	-3	-1	-4	-3	-1	3	-0.8	6	-2	-3
CCCc1nc2oc3ccccc3c(=O)c2c(=O)n1-c1ccc(C)cc1	-6	2	-2	.	3	-6	-1.9	-9	3	1
CC(=O)C(Cc1ccccc1)NC(=O)CN(C)Cc1ccccc1Cl (stereo not given)	-1	-2	0	-14	2	8	-0.7	-1	-1	3
CN(C(=O)COC(=O)c1cc2c(s1)CCCCC2)C1CCS(=O)(=O)C1 (stereo not given)	-2	1	-8	0	3	1	-0.5	1	-9	8
O=C(NCCc1ccc(Cl)cc1)C1CCC(=O)N1Cc1ccc(F)cc1 (stereo not given)	2	3	-2	0	5	-6	0.2	-1	-3	-3
COc1ccc(Nc2nnc(-c3ccccc3)c3ccccc23)cc1C(=O)N1CCCCC1	0	0	-2	-9	-2	2	-0.9	0	11	-2
Cc1cc(C(=O)NC(C)CCc2ccccc2)ccc1[N+](=O)[O-] (stereo not given)	-3	0	-3	-10	-1	-9	-0.1	4	4	1
N#Cc1c(-c2ccccc2)cc(-c2ccccc2)nc1SCCC(=O)O	-1	0	61*	-32	4	-8	-0.7	9	-6	-2
COC(=O)C1=C(C)N(Cc2ccc(C(F)(F)F)cc2)C(=NCc2ccccc2C(F)(F)F)NC1c1ccc(C(F)(F)F)cc1 (stereo not given)	2	-2	1	.	-2	5	-1.0	1	1	-1
CCOc1ccc(NC(=O)C2Cc3ccccc3CN2S(=O)(=O)CC)cc1 (stereo not given)	11	-2	1	-7	-3	2	-3.1	2	2	-2
Cc1ccc([N+](=O)[O-])cc1NC(=O)C[n+]1ccccc1	0	-2	0	4	0	-1	-1.5	0	4	-2
O=[N+]([O-])c1cccc(/C=C/c2nc(C=Nc3ccc4ccccc4c3)c(O)o2)c1	-1	-2	2	0	-3	7	-1.2	2	5	-2
Cc1ccc2c(c1)C(c1ccccc1)N(C(=O)c1ccccc1)CC(=O)N2 (stereo not given)	-5	1	-5	-4	0	-5	0.9	-2	-1	3
Cc1ccc(NC(=O)c2ccc(Cn3cc(Br)cn3)o2)cc1	1	-2	-2	-17	1	-1	0.0	2	-6	-7
S=c1[nH]nc(CN2CCCC2)n1Cc1ccccc1	5	0	-3	1	-9	4	2.7	-2	-8	3
OCCn1c(CSc2nc3ccccc3n2CCO)nc2ccccc21	-1	1	2	-3	0	-7	-2.0	1	-5	1
O=C(NCCc1ccc(F)cc1)NC12CC3CC(CC(C3)C1)C2	0	1	-6	-8	2	-3	0.7	-2	-4	-3
CCN(CC1CCCO1)C(=O)c1cc(COc2ccc(OC)cc2Cl)on1 (stereo not given)	-2	-1	-3	-2	4	-6	-1.8	-4	5	-3
Cc1onc(-c2c(F)cccc2Cl)c1C(=O)OCC(=O)NC(N)=O	-2	3	0	4	2	-5	-1.2	-2	-2	0
Cc1ccc(-n2nnnc2CS(=O)(=O)c2ccccc2)c(C)c1	0	0	-6	4	4	-1	-0.6	0	8	1
CCCCN(C)C(=O)c1sc(=O)n(Cc2c(C)cccc2C)c1C	3	2	-5	.	9	-5	-2.3	-1	-12	1
CC(=O)N1CCN(c2ccc(N)cc2)CC1	26*	14	8	13	18	-8	-8.2	-2	12	5
COc1ccc(C(C#N)c2cnccn2)cc1OC (stereo not given)	-2	0	2	-6	-2	5	-1.1	2	-9	0
COc1ccc(N2CC(C(=O)Nc3nnc(SCc4ccccn4)s3)CC2=O)cc1 (stereo not given)	-3	-1	9	-1	0	4	-2.5	0	1	0
CN(C)C(=S)Nc1ccc2c(c1)OCCO2	-1	0	-4	9	-4	7	-1.0	-4	-2	5
COc1ccc(-c2nnc(SCC(=O)Nc3nncs3)o2)cc1	2	4	1	6	-3	4	-1.0	-9	-3	2
CC(/C=N/NC(=O)c1cc(C2CC2)[nH]n1)=C\c1ccccc1	-4	0	-2	-11	-5	2	-2.5	-5	0	-2
COc1cc2cc(C(=O)NCCc3c[nH]c4ccccc34)c(N)nc2cc1OC	-6	-6	8	.	-2	-16	-4.6	15	1	0
O=C(COC(=O)c1c[nH]c2ccccc12)NC1CCCC1	1	0	4	2	-2	-1	0.8	-5	2	4
CC1=Nc2ccc3ccccc3c2C1(C)C	3	0	-3	-4	-2	5	-0.8	4	2	-1
CN(C)c1ccc(CNc2ncc(Br)cc2Br)cc1	-2	-1	2	-4	-3	1	0.1	2	3	-1
Cc1cc(C)nc(NS(=O)(=O)c2ccc(NC(=O)c3ccc(O)cc3O)cc2)n1	6	-4	5	-4	-2	0	-1.6	1	11	-1
Cc1ccc2[nH]c(=O)c(CN(Cc3ccc4c(c3)OCO4)Cc3nnnn3Cc3ccco3)cc2c1	4	-3	-1	0	2	4	-1.1	0	-1	-8

The listing continues:
SMILES	LEDGF integ inh	UHRF1 binding	rCAG binder	HTRA1 inh	PRMT1 FP inh	TCR-CD3 inh	PG9 binder	NR1D1 modulator	mABHD4 FP	MBD2 inh
CCOC(=O)C(=Cc1ccccc1OC)C(=O)OCC	-3	7	-8	-6	2	8	-1.4	2	1	-3
C=CCn1c(SCC(=O)Nc2ccc(N(C)C)cc2)nnc1-c1cccc(C)c1	-2	-1	-4	2	4	-1	-6.4	0	19	1
CSc1ccc(/C=C(\NC(=O)c2ccccc2)C(=O)NN)cc1	2	-4	11	-18	-4	5	-0.8	-8	-9	-10
COCCCN1C(=O)C(CC(=O)NCCN2CCOCC2)CC(C(=O)N2CCCCCC2)=C1C (stereo not given)	0	-1	1	.	-2	-2	1.1	-1	-2	-3
COc1ccc(C(=O)NCCc2c[nH]c3ccccc23)cc1S(=O)(=O)N1CCCCC1C (stereo not given)	0	0	5	-1	0	-3	-0.9	10	-8	-7
CCOC(=O)C1=CCN(S(=O)(=O)c2ccccc2F)C1c1cccc(Br)c1 (stereo not given)	2	3	2	.	-1	3	0.3	2	-27	4
CCCSc1nc(O)c(C2OC(=O)c3c2ccc(OC)c3OC)c(=O)n1-c1ccccc1 (stereo not given)	4	-4	8	2	3	-9	1.1	-2	5	3
CCc1cc(=O)oc2cc(C)c3c(C)coc3c12	3	-1	4	0	-6	7	1.6	2	-1	-7
CCn1c(Sc2nc(C)nc3scc(-c4cccs4)c23)n[nH]c1=O	2	1	-3	-1	0	-9	-0.8	2	4	3
